TcdB inh: TcdB glycohydrolase inhibition. TcdB glycohydrolase enzymatic assay, plate reader. inhibition, % at 9.99 µM. 0.24% of 350,000 active; in the data active means inhibition above about 10%
Target sequence (P18177 whole entry, looked up): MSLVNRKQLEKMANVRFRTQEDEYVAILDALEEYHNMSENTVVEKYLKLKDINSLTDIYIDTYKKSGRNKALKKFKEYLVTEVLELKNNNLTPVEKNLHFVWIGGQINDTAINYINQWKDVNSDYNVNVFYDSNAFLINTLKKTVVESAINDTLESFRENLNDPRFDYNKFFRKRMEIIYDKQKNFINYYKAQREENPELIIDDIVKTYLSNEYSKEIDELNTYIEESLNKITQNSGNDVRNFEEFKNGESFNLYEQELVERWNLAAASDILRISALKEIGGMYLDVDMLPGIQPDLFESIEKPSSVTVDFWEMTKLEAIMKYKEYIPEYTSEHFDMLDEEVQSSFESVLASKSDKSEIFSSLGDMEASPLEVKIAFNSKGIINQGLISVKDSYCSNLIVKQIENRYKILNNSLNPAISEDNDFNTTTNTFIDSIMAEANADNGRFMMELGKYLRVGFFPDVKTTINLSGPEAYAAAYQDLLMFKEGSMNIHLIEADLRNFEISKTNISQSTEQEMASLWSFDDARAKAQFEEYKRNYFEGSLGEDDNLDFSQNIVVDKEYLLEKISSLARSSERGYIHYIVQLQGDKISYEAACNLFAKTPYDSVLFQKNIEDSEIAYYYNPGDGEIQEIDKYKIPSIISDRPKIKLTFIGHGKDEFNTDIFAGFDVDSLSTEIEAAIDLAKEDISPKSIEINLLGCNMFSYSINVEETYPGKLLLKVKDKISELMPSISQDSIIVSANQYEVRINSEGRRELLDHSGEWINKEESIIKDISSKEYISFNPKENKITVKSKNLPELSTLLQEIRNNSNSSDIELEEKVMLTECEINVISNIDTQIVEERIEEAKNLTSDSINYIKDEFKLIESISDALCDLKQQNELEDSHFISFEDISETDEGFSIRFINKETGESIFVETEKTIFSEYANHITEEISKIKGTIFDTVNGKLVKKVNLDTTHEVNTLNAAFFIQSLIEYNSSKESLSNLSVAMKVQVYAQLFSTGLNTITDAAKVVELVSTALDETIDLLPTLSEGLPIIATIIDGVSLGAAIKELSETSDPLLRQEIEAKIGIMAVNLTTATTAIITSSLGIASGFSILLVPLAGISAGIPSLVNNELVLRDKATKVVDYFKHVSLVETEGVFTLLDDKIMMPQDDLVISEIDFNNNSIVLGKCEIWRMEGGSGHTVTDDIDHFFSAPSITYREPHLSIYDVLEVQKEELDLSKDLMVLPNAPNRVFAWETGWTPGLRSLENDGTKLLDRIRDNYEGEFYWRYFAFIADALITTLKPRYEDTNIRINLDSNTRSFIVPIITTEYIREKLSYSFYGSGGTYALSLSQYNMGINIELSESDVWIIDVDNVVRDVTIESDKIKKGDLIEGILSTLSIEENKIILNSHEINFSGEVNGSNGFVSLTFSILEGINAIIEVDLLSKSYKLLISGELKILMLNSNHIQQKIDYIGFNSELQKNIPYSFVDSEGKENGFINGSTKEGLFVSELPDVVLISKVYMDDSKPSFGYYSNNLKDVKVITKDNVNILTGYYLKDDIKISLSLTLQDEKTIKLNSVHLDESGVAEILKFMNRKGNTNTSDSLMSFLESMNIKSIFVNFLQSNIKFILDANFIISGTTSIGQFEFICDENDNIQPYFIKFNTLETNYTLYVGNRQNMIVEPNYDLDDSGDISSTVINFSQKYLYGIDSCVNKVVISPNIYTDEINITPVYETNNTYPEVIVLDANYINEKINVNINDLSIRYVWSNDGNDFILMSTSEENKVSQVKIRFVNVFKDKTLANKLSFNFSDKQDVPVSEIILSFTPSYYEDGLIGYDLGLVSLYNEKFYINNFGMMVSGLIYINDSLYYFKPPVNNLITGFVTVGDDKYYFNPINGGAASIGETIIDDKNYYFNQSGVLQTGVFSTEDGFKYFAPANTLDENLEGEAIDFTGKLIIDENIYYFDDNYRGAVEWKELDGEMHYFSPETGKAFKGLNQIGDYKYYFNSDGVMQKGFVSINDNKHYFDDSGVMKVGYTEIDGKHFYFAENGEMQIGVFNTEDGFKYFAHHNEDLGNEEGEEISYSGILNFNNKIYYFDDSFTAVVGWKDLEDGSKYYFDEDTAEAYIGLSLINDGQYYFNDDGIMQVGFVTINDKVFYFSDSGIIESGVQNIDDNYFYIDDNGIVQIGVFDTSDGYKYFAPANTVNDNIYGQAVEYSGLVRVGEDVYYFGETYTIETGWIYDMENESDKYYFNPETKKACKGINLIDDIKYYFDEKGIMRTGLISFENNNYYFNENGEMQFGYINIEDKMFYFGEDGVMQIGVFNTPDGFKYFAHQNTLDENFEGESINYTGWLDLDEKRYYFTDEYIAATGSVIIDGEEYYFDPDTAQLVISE
Rv3671c protease: Rv3671c (M. tuberculosis) protease inhibition | inhibition, % at 5.96 µM | 0.048% of 320,000 active; in the data active means inhibition above about 38%;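 further: extracellular domain of Rv3671c used as enzyme; 0% = enzyme with DMSO and 100% = no enzyme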
DUSP3 inh: DUSP3 (human) phosphatase inhibition; recombinant VHR phosphatase, pNPP absorbance; inhibition, % at 13.3 µM; 0.52% of 290,000 active; in the data active means inhibition above about 50%; further: some compounds called inactive have numbers as strong as hits
BH1578 lux ind: induces V. cholerae light production without autoinducers; V. cholerae BH1578 lux reporter, luminescence, 6 h; activation, % at 18.7 µM; 0.16% of 350,000 active; in the data active means activation mostly above about 9.7%, no sharp cut-off; further: not every result past the cut was called active; inactives centre near 0; reference of the scale not given here
3CLpro inhibitor: SARS-CoV 3CLpro protease inhibition | recombinant SARS-CoV 3CLpro, quenched FRET peptide cleavage | inhibition, % at 6 µM | 0.14% of 290,000 active | AID 1706; in the data active means inhibition above about 12%
MazF activator: activators of E. coli MazEF toxin-antitoxin RNase; P0AE70; FAM/BHQ RNA-DNA oligo cleavage fluorescence, 5 h; activation, % at 20 µM; 0.32% of 350,000 active; in the data active means activation above about 50%
Y pestis TopoI: blocks Yersinia pestis topoisomerase I activity. 0.064% of 360,000 active. activity, % at 10 µM. Y. pestis Topo-I cleavage product accumulation, plate reader; in the data active means activity above about 50%, passing the limit was not always enough; further: inactives centre near 2
PfHsp40 yeast: rescue of PfHsp40-mediated yeast toxicity | growth rescue, % at 12.5 µM | AID 504582 | 0.68% of 340,000 active | S. cerevisiae expressing PfHsp40, growth rescue, ATP luminescence; in the data active means growth rescue above about 28%, passing the limit was not always enough;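 further: yeast W303a lacking pdr1 and pdr3 grown in galactose medium; growth measured after three days at 30 °C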
PriA SSB inh: blocks PriA binding to SSB C-terminal tail. AID 1272365. AlphaScreen SSBct-PriA binding, biotinylated peptide. inhibition, % at 33 µM. 0.6% of 430,000 active; in the data active means inhibition mostly above about 37%, no sharp cut-off; inactive means mostly below about 20%;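 further: plate controls were negative control peptide for no effect and reference peptide for full effect; strong numbers were not always called active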
Anthrax LF prot: blocks Bacillus anthracis lethal factor protease; P15917; multiplex microsphere protease cleavage assay, LF; inhibition, % at 10 µM; 0.12% of 360,000 active; AID 588501; in the data active means inhibition above about 30%; further: plate controls were buffer without enzyme for full effect and enzyme alone for no effect
Active calls of the source: *; i = inactive; / = not tested or not shown; & = joins results of further samples. An excerpt, so the mix of outcomes need not match the whole.

SMILES	TcdB inh	Rv3671c protease	DUSP3 inh	BH1578 lux ind	3CLpro inhibitor	MazF activator	Y pestis TopoI	PfHsp40 yeast	PriA SSB inh	Anthrax LF prot
CC(C(=O)Nc1ccc(C(F)(F)F)cc1)N(C)CC(=O)N1CCN(Cc2ccccc2)CC1 (stereo not given)	2.6	3	/	-0.9	/	10	21	0.2	-6	-2
Cc1cc(C)n(CCCNC(=O)CCNS(=O)(=O)c2ccccc2C(F)(F)F)n1	-0.8	2	10	-0.4	-1	7	1	-0.2	9	1
COc1ccc(NC(=S)Nc2cnc3ccccc3c2)c(OC)c1	1.6	-10	25	-3.6	1	5	3	1.0	-10	0
O=C(NC(=S)N1CCN(c2ccc(F)cc2)CC1)c1cccs1	0.5	6	25	-0.2	1	-7	-1	6.6	1&13	2
Cc1cc(NC(=O)CSc2nnc3c4c(C)c(C)sc4ncn23)no1	1.0	-1	4	-0.2	-2	26	3	1.0	8	-1
Cc1nn(Cc2ccc(Cl)cc2)c(C)c1NC(=O)C1CC=CCC1C(=O)O (stereo not given)	/	5	-4	-0.6	0	1	-1	-1.8	-12	-4
Cc1ccc2[nH]c(C)c(CCNC(=O)NC3CCCCC3)c2c1	-1.3	11	-10	i	3	-2	2	-0.4	2	-4
O=C(c1cc(-c2ccc(Br)cc2)on1)N1CCOCC1	2.3	-3	29	-0.3	0	1	-2	0.1	-1	-3
O=C(NCc1cccnc1)C1c2ccccc2C(=O)N1C1CCCCCCC1 (stereo not given)	-0.8	3	3	-2.9	0	7	20	0.2	-8	-4
Cc1cc(C)nc(SCNC(=O)c2ccccc2)n1	/	3	1	-1.0	-2	-1	-3	0.5	6&-5	2
Cc1cc(C(=O)O)c(CSc2ncn[nH]2)o1	/	6	3	0.3	2	6	-1	1.7	6	2
O=C(Nc1ccc(NC(=O)C23CC4CC(CC(C4)C2)C3)cn1)c1ccco1	/	6	13	/	-2	-31	-2	0.8	-5	-1
COc1ccc(CN(CCCN2CCOCC2)C(=O)Nc2cccc(Cl)c2)cc1OC	/	-7	17	-0.5	3	8	-2	0.2	3	-3
O=C(NNC(=O)c1ccc(Br)o1)c1ccc(NS(=O)(=O)c2cccs2)cc1	1.7	/	/	i	/	-2	3	-1.7	-5	-12
COc1ccc(C(=O)N(Cc2ccco2)C(C(=O)NC2CCCC2)c2ccc(O)cc2)cc1OC (stereo not given)	/	5	-13	2.5	0	-2	26	-0.5	-3	-4
O=CN1Cc2[nH]c3ccccc3c2N(c2ccc(Cl)cc2)C1=O	/	-2	25	i	-3	2	-2	-0.7	2	-10
CCc1nccn1S(=O)(=O)c1cc(Br)ccc1OC	/	7	34	-3.8	2	10	2	0.1	-4	0
NC(=O)C1CCN(Cc2ccc(OCc3ccccc3)cc2)CC1	0.5	0	6	-1.1	1	11	0	-0.4	0	8
c1ccc(COc2ccc(OCCCNC3CCCC3)cc2)cc1	-1.9	1	33	i	1	3	5	-0.2	13	3
CCN1C(=O)[C@H]2[C@H]3CN=C(SCC4CC4)N3[C@@](Cc3ccccc3)(C(=O)OC)[C@H]2C1=O	1.9	/	/	i	/	2	21	-1.9	15	-1
COc1ccc(-c2cc(=O)oc3cc(OCC(=O)Nc4ccc(CCO)cc4)ccc23)cc1	2.1	-6	24	-0.2	1	-21	-7	-2.0	-9	1
COc1ccc(-n2nc(C(=O)Nc3nc4ccc(OC)cc4s3)c3ccccc3c2=O)cc1	0.8	-10	19	2.6	5	-36	0	-0.2	-20	-1
O=C(Cn1nc(Cc2cccnc2)c2ccccc2c1=O)Nc1ccccc1F	0.8	4	8	-0.2	-6	-4	-11	-0.3	-10	-1
CCOC(=O)N(C)c1c(CC)nc2c(OCc3ccc(Cl)cc3Cl)cccn12	0.0	/	/	i	/	/	35	/	/	-7
N#CC1=C(N)C(C#N)(C#N)C2(C(=O)Nc3ccccc32)C2CCCC=C12 (stereo not given)	/	-3	11	-3.6	0	3	-6	30*	-15	5

Carrying on:
SMILES	TcdB inh	Rv3671c protease	DUSP3 inh	BH1578 lux ind	3CLpro inhibitor	MazF activator	Y pestis TopoI	PfHsp40 yeast	PriA SSB inh	Anthrax LF prot
O=C(NC1(C(F)(F)F)C(=O)Nc2c1c(=O)[nH]c(=O)n2Cc1ccccc1)c1ccc(Cl)cc1Cl (stereo not given)	4.4	-2	29	1.0	0	4	5	1.6	-2	-6
COc1ccc(NC(=O)CCCNC(=O)c2ccc(Cl)cc2)cc1S(=O)(=O)N1CCOCC1	0.9	/	/	-0.7	/	1	-2	-2.3	0	3
CC1=C(C(=O)O)N2C(=O)C(NC(=O)c3c(F)cccc3F)C2SC1 (stereo not given)	1.3	/	/	-0.6	/	-1	1	-0.3	-6	2
CCOC(=O)c1sc(/N=C/N(C)C)nc1C	-1.0	2	2	-3.3	0	2	-4	-0.4	/	-3
CC[C@@]12C(=O)N(c3cccc(F)c3)C(=O)N1[C@H](c1ccc(Br)cc1)[C@@H]1C(=O)N(C(C)(C)C)C(=O)[C@@H]12	/	3	/	-0.4	/	3	-10	0.5	8	-7
O=C1C=C2C=C[C@H]3C[C@]2(O1)[C@@H]1CCCCN13	0.4	-7	-4	-0.2	-1	4	-1	-0.1	1	-2
Cn1c2c(c3ccccc31)CCN(CCCCN1CCN(c3ccccc3)CC1)C2=O	-10	/	/	i	/	1	42	3.3	-10	1
CCOc1ccc(NC(=O)NNC(=O)c2cccnc2)cc1	1.0	-6	-3	0.7	3	5	8	0.4	5	-6
CCOC(=O)c1sc(NC(=O)COC(=O)c2ccco2)nc1C	/	6	-36	-4.0	4	-1	-4	0.6	5	/
O=C(Cc1ccc([N+](=O)[O-])cc1)NC1CCCCCC1	-0.5	2	13	-0.8	5	3	-3	2.1	-7	-8
CCOC(=O)CC1C(=O)NCCN1S(=O)(=O)c1ccc(Br)cc1 (stereo not given)	0.7	0	17	-0.2	-1	-2	-4	-2.0	13	1
C=CCn1c(O)c(C(C)=Nc2cccc(C(=O)O)c2)c(=O)[nH]c1=O	1.8	-2	5	3.2	2	5	4	2.1	-14	-4
O=P(C1=C(N2CCOCC2)/C(=C\c2ccccc2)CC1)(N1CCOCC1)N1CCOCC1	0.9	6	32	i	-3	-5	28	0.2	0	-5
Cc1onc(-c2c(Cl)cccc2Cl)c1-c1nnc(-c2ccc(Cl)cc2)o1	0.1	0	40	i	5	-1	1	0.1	-16	3
COc1ccc(-c2coc3cc(OC)ccc3c2=O)cc1	-0.1	/	/	-0.3	/	-5	8	0.5	6	-4
CSc1ncccc1C(=O)OCc1ccccc1F	/	-8	19	-0.3	-7	-2	4	-1.4	-81	-3
Cc1[nH]nc(-c2ccc(O)cc2O)c1Oc1ccccc1	11*	15	30	i	2	7	-4	1.3	8	0
Brc1ccc(OCc2nc(-c3ccccn3)n[nH]2)cc1	/	-3	20	i	4	6	4	0.0	86*	-2
Cc1cccc(NC(=O)Cn2cnc3c(oc4ccccc43)c2=O)c1C	-0.1	1	28	i	4	14	-2	1.3	-13	-5
O=c1[nH]cnc2c1oc1ccccc12	/	0	15	-1.6	6	0	-2	-0.7	-7&4&-12	-6
Cc1noc(C)c1C(c1ccccc1)S(=O)(=O)c1ccccc1 (stereo not given)	/	-5	-11	i	-1	2	3	-0.6	-6	1
CN(c1ccccc1)S(=O)(=O)c1ccc(Cl)c(C(=O)NCc2ccco2)c1	2.2	-3	/	0.8	/	7	-10	-0.3	-3	-6
COc1ccc(Cl)cc1NC(=O)CN(C)C(=O)c1cc2c(F)cccc2s1	-0.6	-13	/	3.2	/	3	8	0.6	-7	3
CN(CCOCCOc1ccc(Cl)cc1Br)Cc1ccccc1	0.4	-4	1	1.6	-1	-3	21	2.1	-12	-3
Cc1ccnc(NC(=O)c2ccccc2NC(=O)C(C)(C)C)c1	0.7	-3	26	-0.2	2	6	1	0.9	-8	-3

Brought forward from above: 5 compounds; new compounds follow.
SMILES	TcdB inh	Rv3671c protease	DUSP3 inh	BH1578 lux ind	3CLpro inhibitor	MazF activator	Y pestis TopoI	PfHsp40 yeast	PriA SSB inh	Anthrax LF prot
Cc1noc(C)c1C(c1ccccc1)S(=O)(=O)c1ccccc1 (stereo not given)	/	-5	-11	i	-1	2	3	-0.6	-6	1
CN(c1ccccc1)S(=O)(=O)c1ccc(Cl)c(C(=O)NCc2ccco2)c1	2.2	-3	/	0.8	/	7	-10	-0.3	-3	-6
COc1ccc(Cl)cc1NC(=O)CN(C)C(=O)c1cc2c(F)cccc2s1	-0.6	-13	/	3.2	/	3	8	0.6	-7	3
CN(CCOCCOc1ccc(Cl)cc1Br)Cc1ccccc1	0.4	-4	1	1.6	-1	-3	21	2.1	-12	-3
Cc1ccnc(NC(=O)c2ccccc2NC(=O)C(C)(C)C)c1	0.7	-3	26	-0.2	2	6	1	0.9	-8	-3
C=CS(=O)(=O)c1sc(Cl)c(N2CCOCC2)c1[N+](=O)[O-]	/	/	8	-0.9	1	-36	-4	482*	-11	2
COc1ccc(NC(=O)N2CCCCCC2)cc1	1.1	2	30	-3.6	-3	-1	5	0.9	3	6
N/C(Cc1cccc2ccccc12)=N\OC(=O)COc1ccccc1	/	3	-1	i	3	-8	6	1.9	/	2
COC(=O)c1ccc(NC(=O)CN2CCN(S(=O)(=O)c3cc(Cl)ccc3OC)CC2)cc1	/	-11	-22	-0.4	-7	-3	17	-0.9	-14	-1
CC12CC[C@H]3[C@@H](CCC4(O)C[C@H](O)CCC34/C=N/NC(=O)c3ccccc3Cl)C1(O)CCC2C1=CC(=O)OC1 (stereo not given in full)	1.3	-3	16	-0.7	3	-8	6	-1.0	i	-8
Cc1sc2nc(C3CC3)nc(N3CCN(S(=O)(=O)c4ccc(F)cc4)CC3)c2c1C	/	-16	2	-3.6	0	-23	1	-0.7	7	-7
CCN(CC)c1ccc(N=Cc2c(O)n(-c3ccccc3C)c(=O)[nH]c2=O)cc1	/	-13	10	i	-7	-41	-8	-2.0	-24	0
Cc1ccc(NS(=O)(=O)c2ccc3c(c2)NC(=O)CCS3)cc1F	0.8	1	-8	0.0	3	7	7	0.7	-7	0
Cn1c(=O)c2c(nc(N3CCOCC3)n2C)n(C)c1=O	/	-5	-17	i	-1	10	9	-0.9	-23	4
Cc1ccc([C@H]2C[C@@H](n3cc(-c4ccc(F)cc4)nn3)[C@H](O)CN2Cc2cccs2)cc1	0.3	/	/	0.1	/	2	18	/	/	-4
CCCn1c(OC)nc2c1c(=O)n(C)c(=O)n2C	-0.1	-1	-2	-0.2	2	1	1	0.7	1	-2
COc1cc(C(O)P(=O)(OCC(C)C)c2ccc(N(C)C)cc2)cc(OC)c1OC (stereo not given)	0.9	7	8	-0.8	-2	5	-9	-0.5	-8	-7
CC(C)COc1ccc(C(=O)N/C(=C/c2cccc([N+](=O)[O-])c2)C(=O)O)cc1	1.7	1	-15	-0.4	5	4	9	-0.2	-8	-1
Cc1nc(NC(=O)CCl)sc1C(=O)N(C)C	1.4	5	10	-1.7	6	5	-11	-0.5	-8	-7
Cc1ccc(S(=O)(=O)N(C)c2nonc2C)cc1	/	8	-4	12	-1	9	4	-0.1	-18	1
O=C(CNC(=O)c1ccccc1)OC1CCCCC1	1.5	-9	12	i	1	-7	-1	0.2	-1	1
CC(=O)c1sc(NC(=O)CCS(=O)(=O)c2ccc(C)cc2)nc1C	-0.3	-6	/	-2.8	/	-6	1	-0.4	0	-2
CCCN(C(=O)Cn1ncc2c([nH]c3ccccc32)c1=O)c1ccccc1C	-0.6	1	8	-2.6	2	2	17	0.2	-5	-2
O=C(CS(=O)c1ccc(F)cc1)Nc1ccccc1Cl (stereo not given)	1.2	8	3	i	-1	-5	10	0.3	3	-1
Cc1ccc(S(=O)(=O)N2C(=O)CCC2C(=O)N2CCN(C)CC2)cc1 (stereo not given)	/	0	0	-3.6	-4	1	6	-0.6	-5	0
NC1=NN(c2cccc(C(=O)O)c2)C(=O)C1	/	-7	-4	0.0	4	7	-1	-0.2	-6	0
Cc1ccc(S(=O)(=O)SCCCSS(=O)(=O)c2ccc(C)cc2)cc1	-0.5	/	/	8.3	/	-8	17	0.3	1	0

Assay outcomes as filed in PubChem.
